Screening data (PubChem BioAssay)
B2AR arrestin: beta2AR (human) beta-arrestin recruitment activity; beta-arrestin recruitment to beta2AR, cell-based reporter; hit rate 0.02% among 330,000; P07550; Potency, µM (series often up to 46.1 µM), for the others: at the top dose activation, actives largely listed as activators;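 also: potency is read from the fitted curve at half-maximal effect; 0% = DMSO controls and full agonism = EC100 isoproterenol or metaproterenol; nearly all actives have a fitted effect of over 65% in size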
Target sequence (P07550 whole entry, looked up): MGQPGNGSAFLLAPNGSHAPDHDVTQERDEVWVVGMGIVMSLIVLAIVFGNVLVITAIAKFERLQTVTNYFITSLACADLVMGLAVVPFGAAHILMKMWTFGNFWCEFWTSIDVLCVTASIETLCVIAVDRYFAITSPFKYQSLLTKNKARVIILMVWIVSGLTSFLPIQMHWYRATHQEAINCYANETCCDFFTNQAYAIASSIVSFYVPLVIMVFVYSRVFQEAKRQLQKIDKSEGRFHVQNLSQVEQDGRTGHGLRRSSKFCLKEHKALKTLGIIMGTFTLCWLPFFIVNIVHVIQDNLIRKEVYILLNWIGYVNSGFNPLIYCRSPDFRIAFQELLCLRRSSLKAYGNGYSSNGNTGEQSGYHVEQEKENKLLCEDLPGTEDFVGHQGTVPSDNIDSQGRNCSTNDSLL
BCR signal inh: inhibitors of chronic active B-cell receptor signaling; hit rate 0.05% among 340,000; ABC-DLBCL IkBa-CBG/CBR reporter, luminescence ratio, 4 h; Potency, µM (top dose mostly 46.1 µM), for the others: at the top dose ratio change, negative = lower green/red ratio, usual class: inhibitors; active = well fitted inhibition curve with a large enough effect in the signal ratio, with a control signal flat, not every such curve was filed as active; inconclusive = small, poorly fitted or top-dose-only effect, or effect the other way, or a change in a side signal; the % refers to the signal ratio;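 also: potency is read from the fitted curve at half-maximal effect; plate controls were basal doxycycline-induced cells for no effect and cells given 10 µM MG132 for full effect; MG132 reads +100%, hits lower the ratio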
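Compounds up to 46 uM were incubated four hours with TMD8 cells whose green CBG68 luciferase is fused to IkappaBalpha; red CBR luminescence normalised the signal, and concentration-effect curves were fitted to fusion, red and ratio data.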
TCR act: activators of T cell receptors | primary human leukocytes, anti-CD3, IL-2 HTRF, 48 h | 330,000 tested, under 10 active | Potency, µM (doses to about 9.22 µM), for inactives: at the highest dose activation of IL-2 secretion, usual class: activators; also: % of control where 0% means no effect
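Primary human leukocytes were stimulated with a-CD3 beads plus compounds for 48 hr without co-stimulation; secreted IL-2 was quantified by HTRF using a-IL-2-K (europium cryptate) and a-IL-2-d2, excited at 320nm with acceptor emission read at 665nm.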
Eya2 inh: blocks the phosphatase activity of human Eya2; recombinant Eya2, OMFP fluorescence dephosphorylation (OMFP is methylfluorescein phosphate); AID 488837; O00167; hit rate 0.006% among 330,000; Potency, µM (top dose mostly 76.9 µM), for inactives: at the highest dose activity, negative = inhibition, hits mostly inhibitors; also: potency is read from the fitted curve at half-maximal effect; % is scaled to controls: 0 for no effect and ±100 for the full control effect
Target sequence (O00167 whole entry, looked up): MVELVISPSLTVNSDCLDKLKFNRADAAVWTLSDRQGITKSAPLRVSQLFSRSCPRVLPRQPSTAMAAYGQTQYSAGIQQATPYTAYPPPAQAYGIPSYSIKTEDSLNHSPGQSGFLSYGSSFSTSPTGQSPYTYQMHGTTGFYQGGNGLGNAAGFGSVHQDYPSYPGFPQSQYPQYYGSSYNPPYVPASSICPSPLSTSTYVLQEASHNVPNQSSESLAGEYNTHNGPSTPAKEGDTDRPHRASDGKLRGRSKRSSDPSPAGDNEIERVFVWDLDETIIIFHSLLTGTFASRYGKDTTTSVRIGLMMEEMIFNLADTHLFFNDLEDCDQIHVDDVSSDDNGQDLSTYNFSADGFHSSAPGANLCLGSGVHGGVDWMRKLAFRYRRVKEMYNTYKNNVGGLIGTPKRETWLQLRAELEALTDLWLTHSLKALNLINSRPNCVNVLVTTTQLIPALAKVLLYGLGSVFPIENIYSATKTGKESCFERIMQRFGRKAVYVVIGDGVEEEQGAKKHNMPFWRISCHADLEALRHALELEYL
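Eya2 (0.2 uM) preincubated 10 min at ambient with compound, then OMFP substrate added at 50 uM; 10 min reaction in 50 mM HEPES pH 7.5, 50 mM NaCl, 5 uM MgCl2, 0.05% BSA, 1 mM DTT. Fluorescence read at Ex 485/Em 525 nm.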
USP2a inh: USP2a (human) protease inhibition; O75604; USP2 core, Ub-CHOP2 coupled fluorogenic reporter, 485/531; Potency, µM (top dose mostly 38.3 µM), without a hit: at the top dose activity change, negative = inhibition, usual class: inhibitors; hit rate 0.01% among 330,000; AID 463254;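 also: potency is read from the fitted curve at half-maximal effect; plate controls were DMSO wells for no effect and full inhibition by NEM control for full effect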
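USP2 core (10nM final) preincubated 30min RT with compound in 20mM Tris-HCl pH 8.0, 2mM CaCl2, 2mM beta-mercaptoethanol, 0.05% CHAPS; 25nM Ub-CHOP2 plus 25nM reporter substrate added, fluorescence (Ex485/Em531) read after 60min.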
Tb PFK inh: inhibitors of T. brucei phosphofructokinase. hit rate 0.17% among 330,000. O15648. T. brucei PFK, ADP-Glo luminescence. AID 485367. Potency, µM (top dose mostly 57.5 µM), without a hit: at the highest dose activity, negative = inhibition, hits mostly inhibitors;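 also: potency is read from the fitted curve at half-maximal effect; 0% = uninhibited 1x PFK enzyme wells and -100% = no-enzyme wells; nearly all actives have a fitted effect of over 60% in size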
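In TEA buffer at pH 8.0 with 5 mM MgCl2, enzyme (1.25 nM) converted F6P (0.5 mM) and ATP (0.1 mM) for 45 min at room temperature. ADP product was read by luciferase luminescence.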
PTAP TSG101 blk: blocks PTAP/TSG101 interaction to inhibit HIV-1 budding | Q99816 | Fluorescence polarization, FITC-PTAP peptide / Tsg101 binding | Potency, µM (titrated, usually from 115 µM), for inactives: at the highest dose activity change, negative = inhibition, usual class: inhibitors | 340,000 tested, under 10 active | AID 493005; active = well fitted inhibition curve with a large enough effect in the main read-out, with a control signal flat, not every such curve was filed as active; inconclusive = small, poorly fitted or top-dose-only effect, or effect the other way, or a change in a side signal; inactive = no such curve, though single readings can be large or run the other way; also: potency is read from the fitted curve at half-maximal effect; % of control where 0% means no effect
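Compounds were pin-transferred onto Tsg101 binding domain (10 uM final) in HEPES pH 7.5 buffer, then FITC-PTAP peptide was added at 50 nM final. After 20 min at RT, polarization reported peptide displacement across a qHTS concentration series.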
ELG1 DNA repair: ELG1-dependent DNA repair inhibition; HEK293T ELG1-luciferase reporter, luminescence, 16 h; DNA damage induced by 5-fluorouridine; Potency, µM (series often up to 46.1 µM), inactives show at the highest dose activity change, negative = inhibition, usual class: inhibitors; hit rate 2.3% among 330,000; also: potency is read from the fitted curve at half-maximal effect; % is scaled to controls: 0 for no effect and ±100 for the full control effect; nearly all actives have a fitted effect of over 55% in size
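Luminescence from the luciferase reporter, measured 30 min after ONE-Glo reagent at room temperature, was the read-out. Beforehand, 2,000 cells per well were exposed for 16 hr at 37 °C to 5-fluorouridine together with compound or vehicle.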
uPA generation: inhibitors of cell surface uPA generation; cell surface uPA generation assay, qHTS; Potency, µM (highest dose often 38.3 µM), for inactives: top-dose activity change, negative = inhibition, most hits filed as inhibitors; hit rate 0.31% among 330,000; AID 540303; active = well fitted inhibition curve with a large enough effect; inconclusive = small, poorly fitted or top-dose-only effect; inactive = no such curve, though single readings can be large or run the other way; tested in mouse RAW 264.7 cells; also: potency is read from the fitted curve at half-maximal effect; % is scaled to controls: 0 for no effect and ±100 for the full control effect; nearly all actives have a fitted effect of over 55% in size
TSHR antag: blocks TSH signaling through the human TSH receptor; P16473; TSHR-expressing cells, TSH-stimulated cAMP HTRF, 2 h; active compounds read low; activity change, negative = inhibition, % at 11.5 µM; hit rate 0.2% among 330,000;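 active = activity change below a set negative limit, meaning inhibition stronger than a set level, cut at about -70% in these data; inconclusive = activity change between two set negative limits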; also: % is scaled to controls: 0 for no effect and ±100 for the full control effect
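Freshly harvested TSHR cells receive pin-tooled compound, then EC80 TSH at 4nM final. After 2 hours at 37 deg C, antibody in lysis buffer and cAMP-d2 are added; 30 minutes at ambient temperature precede the HTRF read.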
Mito fusion yeast: blocks mitochondrial division or promotes mitochondrial fusion; S. cerevisiae fusion-defective mutant growth rescue, CellTiterGlo 48 h; Potency, µM (top dose mostly 46.1 µM), for inactives: at the top dose growth rescue (activation), most hits filed as activators; hit rate 0.23% among 320,000; AID 485298;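 also: potency is read from the fitted curve at half-maximal effect; % of control where 0% means no effect; nearly all actives have a fitted effect of over 45% in size; temperature-sensitive fusion mutants such as fzo1-1 at 37 °C on non-fermentable ethanol glycerol medium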
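Luminescent cell viability in 1536-well qHTS format served as the measure of rescued growth in ts fusion-mutant S. cerevisiae cultured on non-fermentable YPEG for 48 hours at 37C.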
* hit, by the source's call; [ ] = remark or other dose. Unless noted, calls follow the shape of the dose curve; as a rule, active = well fitted curve in the direction sought with a large enough effect; inconclusive = small, poorly fitted or top-dose-only effect, or another doubt; inactive = no such curve, though single readings can be large; an effect the other way counts as inactive or inconclusive.

How did O=C(NC1CCCCC1)C(c1ccco1)N(C(=O)c1csnn1)c1cccc(Cl)c1 (configuration not stated) do in these assays?
B2AR arrestin: -0.6%; BCR signal inh: inconclusive; TCR act: 6%; Eya2 inh: 3%; USP2a inh: 0%; Tb PFK inh: 1%; PTAP TSG101 blk: -2%; ELG1 DNA repair: 1%; uPA generation: 30%[activator]; TSHR antag: -9; Mito fusion yeast: 29%

How did CC(CN1CCCC1)OC(=O)COc1ccccc1 (configuration not stated) do in these assays?
B2AR arrestin: -0.1%; BCR signal inh: 7%; TCR act: 7%; Eya2 inh: 26%; USP2a inh: -1%; Tb PFK inh: 3%; PTAP TSG101 blk: -5%; ELG1 DNA repair: 3%; uPA generation: 1%; TSHR antag: 1; Mito fusion yeast: 3%

How did CC(C)(C)NC(=O)Cc1ccc(S(=O)(=O)N2CCCC2)s1 do in these assays?
B2AR arrestin: -0.3%; BCR signal inh: 6%; TCR act: -2%; Eya2 inh: -1%; USP2a inh: -8%; Tb PFK inh: 0%; PTAP TSG101 blk: -5%; ELG1 DNA repair: 1%; uPA generation: -1%; TSHR antag: 3; Mito fusion yeast: 0%

What do the screens show for `Cc1ccc(-n2nc3c(c2NC(=O)c2cccs2)CSC3)cc1`?
B2AR arrestin: -0.2%; BCR signal inh: 11%; TCR act: 4%; Eya2 inh: -20%; USP2a inh: 0%; Tb PFK inh: 1%; PTAP TSG101 blk: -2%; ELG1 DNA repair: 7%; uPA generation: 7%; TSHR antag: -6; Mito fusion yeast: -3%

What do the screens show for `CCOC(=O)c1cnn(-c2cc(Oc3ccccc3)ncn2)c1N`?
B2AR arrestin: 4.8%; BCR signal inh: 0%; TCR act: 6%; Eya2 inh: 1%; USP2a inh: 4%; Tb PFK inh: 4%; PTAP TSG101 blk: -1%; ELG1 DNA repair: 13%; uPA generation: 16%; TSHR antag: 4; Mito fusion yeast: -4%

Results for Cc1ccc(S(=O)(=O)Cn2nnnc2CN2CCOCC2)cc1 ?
B2AR arrestin: -0.6%; BCR signal inh: 2%; TCR act: 6%; Eya2 inh: 0%; USP2a inh: 0%; Tb PFK inh: 2%; PTAP TSG101 blk: 0%; ELG1 DNA repair: 6%; uPA generation: -1%; TSHR antag: 22; Mito fusion yeast: 1%

How did CCCCC(=O)Nc1ccc2c(c1)nc(CCN1CCN(c3ccccn3)CC1)n2C do in these assays?
B2AR arrestin: 0.4%; BCR signal inh: 3%; TCR act: 12%; Eya2 inh: 3%; USP2a inh: 0%; Tb PFK inh: -2%; PTAP TSG101 blk: 2%; ELG1 DNA repair: -6%; uPA generation: -12%; TSHR antag: 2; Mito fusion yeast: 5%

Results for O=C(CSc1nnnn1C1CCCC1)Nc1cccc(NC(=O)c2ccco2)c1 ?
B2AR arrestin: 0.2%; BCR signal inh: inconclusive; TCR act: -2%; Eya2 inh: 2%; USP2a inh: 1%; Tb PFK inh: 2%; PTAP TSG101 blk: -7%; ELG1 DNA repair: -15%; uPA generation: 1%; TSHR antag: -10; Mito fusion yeast: -1%

How did Cc1cccc(NC(=O)C2C(C(=O)O)C3C=CC2C32CC2)c1C (configuration not stated) do in these assays?
B2AR arrestin: 0.2%; BCR signal inh: 5%; TCR act: 8%; Eya2 inh: 10%[15.4 µM]; USP2a inh: -1%; Tb PFK inh: 6%; PTAP TSG101 blk: -2%; ELG1 DNA repair: -2%; uPA generation: 3%; TSHR antag: 3; Mito fusion yeast: 0%

What do the screens show for `COC(=O)c1ccc(C2/C(=C(/O)c3ccc(OC)cc3)C(=O)C(=O)N2Cc2ccco2)cc1` (configuration not stated)?
B2AR arrestin: -0.7%; BCR signal inh: inconclusive; TCR act: 3%; Eya2 inh: -2%; USP2a inh: 8%; Tb PFK inh: 3%; PTAP TSG101 blk: -13%; ELG1 DNA repair: -4%; uPA generation: 4%; TSHR antag: 11; Mito fusion yeast: -10%

Results for CN(C)c1ccc(/C=N/NC(=O)CNC(=O)/C=C/c2ccco2)cc1 ?
B2AR arrestin: -0.5%; BCR signal inh: -4%; TCR act: 5%; Eya2 inh: -1%; USP2a inh: -3%; Tb PFK inh: 17%; PTAP TSG101 blk: -2%; ELG1 DNA repair: 36%; uPA generation: 1%; TSHR antag: 2; Mito fusion yeast: -2%

How did CC(NC(=O)/C(=C/c1cccc([N+](=O)[O-])c1)NC(=O)c1ccco1)C(=O)O (configuration not stated) do in these assays?
B2AR arrestin: -0.3%; BCR signal inh: -1%; TCR act: -5%[46.1 µM]; Eya2 inh: -17%; USP2a inh: 1%; Tb PFK inh: 8%; PTAP TSG101 blk: -3%; ELG1 DNA repair: 15%; uPA generation: 3%; TSHR antag: 2; Mito fusion yeast: -6%

What do the screens show for `COc1ccc(CC(=O)Nc2nnc(C(C)C)s2)cc1`?
B2AR arrestin: -0.3%; BCR signal inh: inconclusive; TCR act: 9%; Eya2 inh: -3%; USP2a inh: 9%; Tb PFK inh: 0%; PTAP TSG101 blk: -3%; ELG1 DNA repair: -10%; uPA generation: 0%; TSHR antag: 4; Mito fusion yeast: -3%

Results for Cc1ccc(CN2C(=O)c3ccccc3Sc3ccc(C(=O)NCCN4CCOCC4)cc32)cc1 ?
B2AR arrestin: 0.2%; BCR signal inh: inconclusive; TCR act: 12%; Eya2 inh: -20%; USP2a inh: -11%; Tb PFK inh: -3%; PTAP TSG101 blk: -11%; ELG1 DNA repair: inconclusive; uPA generation: inconclusive; TSHR antag: -136*; Mito fusion yeast: -23%

Results for CCOC(=O)CC1C(=O)NCCN1c1nc2ccc(C)cn2c(=O)c1/C=C1\SC(=S)N(CC(C)C)C1=O (configuration not stated) ?
B2AR arrestin: -0.5%; BCR signal inh: inconclusive; TCR act: 9%; Eya2 inh: 19%; USP2a inh: 16%; Tb PFK inh: 0%; PTAP TSG101 blk: inconclusive; ELG1 DNA repair: inconclusive; uPA generation: -2%; TSHR antag: 5; Mito fusion yeast: -1%

What do the screens show for `CC(=O)Nc1ccc(S(=O)(=O)N(C)CC(=O)Nc2nc3ccccc3[nH]2)cc1`?
B2AR arrestin: -0.4%; BCR signal inh: inconclusive; TCR act: -3%; Eya2 inh: -30%; USP2a inh: -1%; Tb PFK inh: -1%; PTAP TSG101 blk: -4%; ELG1 DNA repair: -1%; uPA generation: -7%; TSHR antag: -1; Mito fusion yeast: -5%

What do the screens show for `COC(=O)C1=[N+]([O-])OC(C(=O)OC)C1c1c[nH]c2ccccc12` (configuration not stated)?
B2AR arrestin: 0.5%; BCR signal inh: -139%; TCR act: 3%; Eya2 inh: -4%; USP2a inh: 1%; Tb PFK inh: 10%; PTAP TSG101 blk: -5%; ELG1 DNA repair: -5%; uPA generation: 9%; TSHR antag: -13; Mito fusion yeast: 0%

Results for C=CCn1c(SCC(=O)Nc2c(C)cccc2C)nnc1-c1ccncc1 ?
B2AR arrestin: 0.0%; BCR signal inh: -7%; TCR act: 0%; Eya2 inh: 0%; USP2a inh: 5%; Tb PFK inh: -8%; PTAP TSG101 blk: -3%; ELG1 DNA repair: -1%; uPA generation: -5%; TSHR antag: -3; Mito fusion yeast: -2%

How did O=C(NCC(=O)N1CCOCC1)OCc1ccccc1 do in these assays?
B2AR arrestin: 4.3%; BCR signal inh: inconclusive; TCR act: -2%; Eya2 inh: 2%; USP2a inh: 5%; Tb PFK inh: -2%; PTAP TSG101 blk: 3%; ELG1 DNA repair: inconclusive; uPA generation: 11%; TSHR antag: -9; Mito fusion yeast: 6%
